# IL1B secr inh: inhibitors of inflammasome signaling (IL-1 beta secretion) | THP-1 LPS/ATP IL-1B secretion, AlphaLISA, 16 h; stronger effect = lower value | activity change, % at 57.5 µM | 360,000 tested, 4.7% active | AID 743279; in the data active = activity change below about -50%; inconclusive = mostly about -30% to -49%; also: % is scaled to controls: 0 for no effect and ±100 for the full control effect
#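 THP-1 cells pretreated 1 hr with compounds (up to 57.5 uM final), then stimulated with LPS (250 ng/mL final) plus ATP (1.25 mM final); secreted IL-1B measured by AlphaLISA after 16 hr, decreased signal indicating inhibition.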
# TGFb inhibitor: blocks TGF-b signaling | HepG2 CAGA-GFP TGF-b/SMAD3 reporter, GFP fluorescence, 18 h; TGF-beta stimulated, 500 pg/mL final | Potency, µM (titrated, usually from 46.1 µM), without a hit: at the top dose activity, negative = inhibition, most hits filed as inhibitors | 410,000 tested, 1.2% active | AID 588855; also: potency is read from the fitted curve at half-maximal effect; % is scaled to controls: 0 for no effect and ±100 for the full control effect; nearly all actives have a fitted effect of over 65% in size
#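 HEPG2 CAGA-GFP cells (1000/well, DMEM with 1% FBS) were pre-incubated 2 h at 37 degrees C, given compound by pin tool, then stimulated with TGF-beta at 500 pg/mL final for 18 h before per-cell GFP fluorescence imaging.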
# HepG2 viability: counter-screen for TGF-b inhibitors: cytotoxicity in HepG2 cells. HepG2 CAGA-GFP viability, ATP luminescence, 18 h. Potency, µM (titrated, usually from 46.1 µM), for the others: top-dose activity change, negative = cytotoxicity, most hits filed as cytotoxic. 410,000 tested, 0.76% active; also: potency is read from the fitted curve at half-maximal effect; some results filed as inactive show a strong effect at the top dose
#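 HepG2 CAGA-GFP cells (1000/well, DMEM with 1% FBS) received compound, then TGF-beta at 500 pg/mL final, and were incubated 18 hours at 37 degrees C. Viability was read by CellTiter-Glo luminescence. Media-only wells were set as complete cell-killing and DMSO as no toxicity.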
# A549 tox: kills or reduces viability of A549 cells in Nrf2 counter-screen; A549 ARE-Fluc cells, CellTiter-Fluor viability, 18-24 h; Potency, µM (top dose mostly 46 µM), inactives show at the highest dose activity change, negative = cytotoxicity, most hits filed as inhibitors; 390,000 tested, 0.16% active; AID 504648; also: potency is read from the fitted curve at half-maximal effect; % is scaled to controls: 0 for no effect and ±100 for the full control effect
#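 A549 ARE_Fluc cells in 5% FBS OPTI-MEM were exposed to compounds in concentration-response for 18-24 h at 37 deg C. Viability was read by CellTiter-Fluor fluorescence (Ex 405/Em 525) after 30 min, before the luciferase read.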
# Nrf2 activator: Nrf2 pathway activation. 410,000 tested, 0.31% active. AID 624171. AREc32 ARE-luciferase reporter (MCF7-derived line), luminescence, 24 h. Potency, µM (doses to about 46.1 µM), for inactives: at the highest dose activation, usual class: activators; also: potency is read from the fitted curve at half-maximal effect; % of control where 0% means no effect; nearly all actives have a fitted effect of over 65% in size
#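 Nrf2 activation is followed as ARE-luciferase induction in the AREc32 line after one day of compound treatment; luminescence is read with Steady-Glo.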
# ATXN2 expr inh: ATXN2 expression inhibition | HEK-293 ATXN2-luciferase reporter, luminescence, 24 h | Potency, µM (top dose mostly 57 µM), without a hit: at the top dose activity change, negative = inhibition, actives largely listed as inhibitors | 360,000 tested, 0.72% active; also: potency is read from the fitted curve at half-maximal effect; % is scaled to controls: 0 for no effect and ±100 for the full control effect; nearly all actives have a fitted effect of over 55% in size
#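 ATXN2-luciferase reporter cells (luciferase flanked by upstream and downstream ATXN2 gene portions) were treated 24 h at 37 °C with compounds at up to 57 uM. SteadyGlo luminescence gave expression; GF-AFC fluorescence gave viability.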
# MCF10A rereplic: DNA re-replication induction in MCF 10a cells | AID 624296 | 350,000 tested, 2.9% active | Potency, µM (top dose mostly 46.1 µM), without a hit: at the highest dose activity, positive = re-replication, usual class: activators | MCF 10A DNA re-replication, Hoechst nuclear intensity, 48 h; also: potency is read from the fitted curve at half-maximal effect; % of control where 0% means no effect; nearly all actives have a fitted effect of over 50% in size
# Nrf2 inh: Nrf2 pathway inhibition | 360,000 tested, 2.1% active | AID 504444 | Potency, µM (titrated, usually from 46 µM), for inactives: at the highest dose activity change, negative = inhibition, most hits filed as inhibitors | A549 ARE-Fluc reporter, luciferase luminescence, 18-24 h; also: potency is read from the fitted curve at half-maximal effect; % is scaled to controls: 0 for no effect and ±100 for the full control effect; nearly all actives have a fitted effect of over 60% in size
#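 A549 ARE_Fluc cells (5000/well, 5% FBS OPTI-MEM) pre-incubated 2 h, then treated with compounds 18-24 h at 37C/5% CO2 in concentration-response. CellTiter-Fluor viability read first; BugLite luciferase luminescence after 15 min at room temperature gives Nrf2 activity.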
# ATXN viability: reduces viability in counter-screen for ATXN expression inhibitors. S2 cells (HEK-293 line with an ATXN2-luciferase reporter) viability, CellTiter-Fluor protease fluorescence, 24 h. Potency, µM (titrated, usually from 56.7 µM), actives largely listed as cytotoxic. 400,000 tested, 0.49% active. AID 651635; also: potency is read from the fitted curve at half-maximal effect; nearly all actives have a fitted effect of over 40% in size
# An asterisk follows results filed as active; i = inactive; ? = inconclusive; nt = not tested or not shown; & = joins results of further samples; [ ] = dose if it differs, or a comment. Unless noted, calls follow the shape of the dose curve; as a rule, active = well fitted curve in the direction sought with a large enough effect; inconclusive = small, poorly fitted or top-dose-only effect, or another doubt; inactive = no such curve, though single readings can be large; an effect the other way counts as inactive or inconclusive.
SMILES,IL1B secr inh,TGFb inhibitor,HepG2 viability,A549 tox,Nrf2 activator,ATXN2 expr inh,MCF10A rereplic,Nrf2 inh,ATXN viability
CC(=O)c1ccc(NC(=O)CSc2nc(N)c3cc4c(nc3n2)CCCC4)cc1,-1,?,-45%,-10%,5.3%,43%[activator],?,25%,i
Cc1nc(SCCO)c([N+](=O)[O-])[nH]1,17,-14%,11%,-19%,0.0%,13%,10%,-18%,i
C=CCn1c(SCC(=O)c2ccc(Cl)s2)nc2ccccc2c1=O,48,0%,-54%,-4%,4.1%,-16%,?,?,i
O=C(CN1CCOCC1)Nc1ccc([N+](=O)[O-])cc1Br,1,?,12%,-1%,2.4%,nt,3%,12%,i
Fc1ccccc1C1=NC(c2ccc(C(F)(F)F)cc2)=Nc2ccccc2N1,nt,1%,-27%,15%,0.5%,8%,nt,-16%,i
CCOc1ccc(C(=O)NCC(=O)NCCOc2ccc(C)cc2)cc1,-11,15%,-2%,-3%,3.3%,10%,12%,-1%,?
O=C(NCC1CC1)Nc1ccc(Cl)cc1,-5,-13%,-10%,0%,4.7%,nt,0%,?,i
CC(C)NCCCCOc1ccc(Br)cc1Cl,-7,5%,-32%,?,1.0%,nt,22%,6%,i
Cc1nn(-c2ccc(N3CCOCC3)nn2)c(C)c1CCC(=O)NCc1ccc(Cl)cc1,nt,?,-14%,16%,-0.8%,2%,nt,12%,i
Cc1ccc2nc(C)cc(C(=O)OCC(=O)Nc3cccnc3Cl)c2c1,10,8%,-2%,2%,2.8%,15%,0%,10%,i
NNc1nc2ccc(Cl)cc2s1,-20,?,-70%,-21%,9.3%,0%,21µM*,?,i
CCOc1ccc(NC(=O)CSc2nnc(CCNC(=O)c3ccc(OC)cc3)n2CC)cc1,8,-2%,1%,-19%,0.2%,20%,-2%,0%,i
COc1ccc(C(CNC(=O)c2ccc(S(=O)(=O)N3CCCC3)cc2)N2CCOCC2)cc1 (stereo not given),-8,14%,2%,8%,0.0%,4%,-3%,7%,i
COc1ccc(NS(=O)(=O)c2ccc(N3CCCCS3(=O)=O)cc2)cc1Cl,nt,-42%,0%,-5%,0.1%,-14%,nt,nt,i
CCOC(=O)C1(CCOc2ccccc2)CCN(Cc2ccc(OC)c(O)c2)CC1,-52*,-10%,-37%,6%,2.5%,-14%,19%,1%,i
COc1cccc(-c2cc(NC(C)=O)c3ncc(-c4cccc(C(C)=O)c4)n3c2)c1,7,-2%,2%,nt,2.3%[9.22 µM],-16%,nt,nt,i
Cc1ccc(C2NC(=O)c3c(sc4c3CCN(C)C4)N2)s1 (stereo not given),0,6%,-13%,0%,0.3%,29%,4%,?,i
CC(=O)Nc1c2c(nn1-c1ccccc1)CS(=O)C2 (stereo not given),9,1%,0%,0%,-1.0%,nt,-4%,-4%,i
CCOC(=O)C1=CNS(=O)(=O)NC1c1ccccc1 (stereo not given),30,15%,19%,-3%,-1.1%,13%,-6%,6%,i
Nc1c(-c2ccc(F)cc2)cnc2ncnn12,2,7%,12%,0%,-0.7%,2%,5%,19%,i
Cc1ccc2c3c([nH]c2c1)C(=O)CC(C)(C)S3,-6,?,-1%,5%,-0.2%,10%,?,9%,?
CC(C)NC(=O)C1Cc2c(-c3ccc4c(c3)OCO4)ccnc2O1 (stereo not given),22,0%,11%,nt,0.3%,6%,nt,nt,i
COc1ccccc1N(C)S(=O)(=O)c1ccc(Cl)c(C(=O)NNC(=O)c2ccccc2O)c1,112,-13%,-1%,1%,-0.8%,-24%,12%,-7%,i
CCN(CCCNC(=O)CN1N=C(c2ccc(OC)cc2)CCC1=O)c1cccc(C)c1,nt,?,-27%,-7%,-0.4%,nt,nt,nt,nt
CCc1cc(=O)oc2cc(OCC(=O)NC3CC(C)(C)NC(C)(C)C3)ccc12,23,4%,-8%,3%,0.0%,4%,-6%,5%,i

# The listing continues.
SMILES,IL1B secr inh,TGFb inhibitor,HepG2 viability,A549 tox,Nrf2 activator,ATXN2 expr inh,MCF10A rereplic,Nrf2 inh,ATXN viability
Cc1csc(NC(=O)/C=C/c2ccc3c(c2)OCO3)n1,-11,-5%,5%,0%,4.8%,53%[activator],18µM*,?,i
O=S(=O)(c1ccc(F)c(F)c1F)N1CCN(C(=S)Nc2ccccc2)CC1,0,?,-12%,-4%,-0.2%,-13%,-2%,-32%,i
COc1ccc(CC2(c3ccccc3)NC(=O)NC2=O)cc1 (stereo not given),59,7%,11%,-11%,0.0%,3%,?,?,i
CCCCNC(=O)CCCCC(=O)N/N=C/c1ccccc1Cl,2,-9%,7%,1%,0.2%,2%,2%,12%,i
CCN1CCN(c2ccc(S(=O)(=O)N3CCCCC3)cc2NC(=O)c2cccc(C)c2[N+](=O)[O-])CC1,-1,-2%,-17%,-1%,-0.2%,0%,-14%,-13%,i
Oc1ccc2ccccc2c1/C=C/c1ccc2c(Br)cc(Br)c(O)c2n1,11,?,-83%,-17%,?,?,8.2µM*,-35%,?
CCOC(=O)c1cc(NC(=O)c2cc(C)on2)cc(C(=O)OCC)c1,44,3%,5%,-3%,-0.3%,-5%,-9%,nt,i
COc1ccc(CN2CCNC(=O)C2CC(=O)NCCN2CCCCC2=O)c(F)c1 (stereo not given),9,6%,-28%,4%,-0.1%,-6%,9%,-6%,i
NC(=O)C1CCN(C(=O)C2CCN(C(=O)Nc3ccccc3)CC2)CC1,13,-9%,-2%,-17%,-0.6%,3%,8%,10%,i
C/C(=N\NC(=O)c1ccc(O)cc1O)c1cccnc1,-4,18%,3%,1%,3.0%,14%,7%,-4%,i
CC(C)C(=O)N1CCN(c2nc(-c3ccccc3)c3c(c2C#N)CC(C)(C)OC3)CC1,-26,42%,-35%,-1%,2.6%,-11%,5%,?,i
CC12CCC(CC1O)C2C(=O)O (stereo not given),-26,-4%,1%,nt,-1.3%,nt,nt,nt,i
CCS(=O)(=O)N1CCC(C(=O)Oc2ccccc2)CC1,11,-29%,24%,-4%,-0.7%,8%,-3%,1%,i
CCN(CC)C(=O)CN1C(=O)C2CC=C(Cl)CC2C1=O (stereo not given),12,-14%,4%,0%,5.3%,-2%,5%,-3%,?
Cc1cccc(C)c1NC(=S)N(Cc1ccco1)C1CCN(C(C)C)CC1,-4,?,15%,4%,-0.3%,7%,0%,5%,i
CC(=O)OC(C)C1C2=C(C(=O)CC1(C)O)C(=O)c1c(ccc(-c3ccc4c(c3O)C(=O)C3=C(C4=O)C(C(C)OC(C)=O)C(C)(O)CC3=O)c1O)C2=O (stereo not given),5,?,-17%,?,-0.2%,-24%,14%,-10%,?
CC(C)(C)c1ccc(C(=O)NC(=S)NCC2CCCO2)cc1 (stereo not given),17,-1%,19%,1%,-0.6%,7%,1%,1%,i
O=c1oc2ccccc2c(NC2CCCCC2)c1NS(=O)(=O)c1ccc(F)c(Cl)c1,-8,18%,6%,-2%,-0.8%,-3%,2%,0%,i
Cc1cc(C)c(C)c(S(=O)(=O)N2CCN(C(=O)CCc3nc4ccccc4c(=O)[nH]3)CC2)c1C,16,-16%,2%,-10%,0.1%,-2%,-25%,?,i
COc1cc(Nc2ccn3nccc3n2)cc(OC)c1OC,11,18%,0%,nt,6.1%,6%,nt,nt,i
CS(=O)(=O)N(CC(=O)NC1CCCC1)c1ccc(Oc2ccccc2)cc1,-6,?,-6%,-6%,5.8%,nt,0%,-10%,i
O=C(NCc1ccccc1)[C@H]1C[C@@H]1[C@H](NP(=O)(c1ccccc1)c1ccccc1)c1ccccc1,?,-19%,-6%,-8%,4.3%,-24%,?,-20%,?
CCc1cc2c(NCc3ccco3)ncnc2s1,-19,13%,2%,7%,3.5µM*,?,2%,?,i
COc1ccc(-c2cc(C(=O)N3CCCC3)c3ccccc3n2)cc1OC,-28,0%,-1%,0%,-0.4%,1%,-29%,-18%,i
CCOc1cccc(C(=O)Nc2ccccc2C(=O)N2CCN(C)CC2)c1,7,-4%,0%,5%,-0.3%,-10%,-1%,-9%,i

# The results go on.
SMILES,IL1B secr inh,TGFb inhibitor,HepG2 viability,A549 tox,Nrf2 activator,ATXN2 expr inh,MCF10A rereplic,Nrf2 inh,ATXN viability
O=C(C1CCN(c2ncnc3c2nc2n3CCCCC2)CC1)N1CCN(c2ccccc2F)CC1,-8,?,-22%&0%,1%&-8%,0.5%&2.1%,nt,-1%,?,?
CCOc1ccc2nc(NCCNS(=O)(=O)c3ccccc3)c(C#N)cc2c1,12,-2%,-15%,?,0.4%,5%,?,-17%,nt
COc1ccccc1C1C=C(c2ccc(C(C)C)cc2)Nc2nnnn21 (stereo not given),nt,0%,4%,-4%,5.0%,8%,nt,nt,nt
O=C(Nc1ccc(Cl)cc1)N1CCC(c2nc(-c3ccc(F)cc3)no2)CC1,?,?,-9%,-12%,2.9%,7%,?,nt,i
CCC1CN(C(=O)C2CCN(S(=O)(=O)c3c(C)noc3/C=C/c3ccc(C)cc3)CC2)c2cc(C)ccc2O1 (stereo not given),nt,-25%,-7%,-1%,-0.5%,nt,nt,nt,nt
O=C1CCC(/C=C/c2ccccc2)=NN1Cc1ccc(F)cc1,-18,-3%,-2%,5%,0.4%,-13%,-3%,3%,i
Nc1ccccc1C(=O)Nc1cccc(C(=O)O)c1,2,4%,-1%,8%,-0.9%,?,?,?,i
CCOc1cc2c(cc1OCC)C(c1ccc(F)cc1)NCC2 (stereo not given),-24,23%,21%,26%,-0.4%,nt,0%,13%,i
COc1ccc(-c2noc(CN(C)S(=O)(=O)c3ccc(Cl)cc3)n2)cc1OC,7,-9%,-26%,-15%,-0.8%,-4%,1%,nt,?

# Compound activity from PubChem.
